# Screening results (PubChem)
# EBI2 block = antagonists of human EBI2 receptor; P32249; EBI2 beta-arrestin recruitment, luminescence, 7a,25-OHC stimulated; inhibition, % at 5 µM; actives 0.81% (n = 360,000); in the data active = inhibition above about 38%;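 also: enzyme fragment complementation signal reports receptor beta-arrestin coupling in cells; 0% = agonist plus DMSO wells and 100% = wells without agonist; some results beyond the cut were filed as inactive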
# Target sequence (P32249 whole entry, looked up, the tested form may be a part): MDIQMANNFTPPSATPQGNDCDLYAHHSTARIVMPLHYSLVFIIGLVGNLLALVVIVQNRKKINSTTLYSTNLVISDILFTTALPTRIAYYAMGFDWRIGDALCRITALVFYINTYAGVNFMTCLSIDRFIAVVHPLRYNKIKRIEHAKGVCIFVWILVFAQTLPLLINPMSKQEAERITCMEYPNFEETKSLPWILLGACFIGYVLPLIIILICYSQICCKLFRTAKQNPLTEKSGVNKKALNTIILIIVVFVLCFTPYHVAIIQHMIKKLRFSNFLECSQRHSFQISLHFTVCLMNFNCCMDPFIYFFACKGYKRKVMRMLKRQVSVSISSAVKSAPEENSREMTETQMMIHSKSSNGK
# Gli-Sufu block = blocks Gli-Sufu signaling in a luciferase reporter | Sufu-KO-LIGHT fibroblasts, Gli luciferase reporter luminescence | inhibition, % at 5 µM | actives 0.74% (n = 340,000) | AID 588413;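 active = inhibition above about 55%, limit read from the data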;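 also: 0% = DMSO-treated cells and 100% = wells with medium but no cells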
# CCR6 antagonist = antagonists of human CCR6 receptor. P51684. CHO-K1 CCR6 PathHunter beta-arrestin, luminescence, CCL20-stimulated. inhibition, % at 20 µM. actives 0.49% (n = 340,000);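 active = compounds whose inhibition of the agonist-driven luminescence signal at 20 µM reaches about 50%, limit read from the data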;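 also: cells stimulated with CCL20 at 14 nM final; plate controls were DMSO with CCL20 for no effect and DMSO without agonist for full effect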
# Target sequence (P51684 whole entry, looked up): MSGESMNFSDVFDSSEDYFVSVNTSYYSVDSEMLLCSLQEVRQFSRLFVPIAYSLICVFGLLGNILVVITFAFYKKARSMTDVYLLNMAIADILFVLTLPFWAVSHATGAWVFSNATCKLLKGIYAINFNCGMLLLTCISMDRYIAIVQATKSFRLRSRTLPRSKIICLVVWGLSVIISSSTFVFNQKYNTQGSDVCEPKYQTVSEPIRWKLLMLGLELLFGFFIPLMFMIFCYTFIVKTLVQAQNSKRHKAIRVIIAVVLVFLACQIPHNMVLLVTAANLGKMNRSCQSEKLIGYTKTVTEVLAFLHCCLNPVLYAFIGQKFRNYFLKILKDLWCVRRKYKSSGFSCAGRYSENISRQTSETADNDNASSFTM
# CXCR6 block = inhibitors of human CXCR6 receptor. O00574. CHO-K1 PathHunter CXCR6 beta-arrestin, luminescence. inhibition, % at 20 µM. actives 0.36% (n = 360,000). AID 602244; in the data active = inhibition above about 34%, passing the limit was not always enough;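 also: antagonist mode with CXCL16 agonist at 10 nM final; 0% = 10 nM CXCL16 with DMSO and 100% = unstimulated wells without agonist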
# Target sequence (O00574 whole entry, looked up): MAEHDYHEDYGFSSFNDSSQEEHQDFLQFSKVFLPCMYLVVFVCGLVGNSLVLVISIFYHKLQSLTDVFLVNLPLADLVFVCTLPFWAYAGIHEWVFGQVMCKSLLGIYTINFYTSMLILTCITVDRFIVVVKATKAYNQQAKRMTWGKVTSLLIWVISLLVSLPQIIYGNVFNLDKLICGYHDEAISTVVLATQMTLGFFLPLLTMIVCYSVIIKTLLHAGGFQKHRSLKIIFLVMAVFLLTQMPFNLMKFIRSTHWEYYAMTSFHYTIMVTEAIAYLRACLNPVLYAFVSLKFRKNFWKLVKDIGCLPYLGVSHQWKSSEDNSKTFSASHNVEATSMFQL
# UPR XBP1 act = activators of adaptive arm of unfolded protein response (XBP1) | CHO-XBP1 luciferase reporter, IRE1-XBP1 UPR activation, luminescence; percent of tunicamycin response, DMSO as zero | activation, % at 20 µM | actives 0.33% (n = 330,000) | AID 463104;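 active = versus positive control, 20 µM dose yields 30% or more activation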;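 also: 100% = tunicamycin at 10 µg/mL and 0% = DMSO only wells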
#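 Signal: luciferase luminescence; Assay system: CHO-XBP1 luciferase reporter cells; Amount: one thousand reporter cells per well; Dosing: 20 µM single concentration, DMSO 1%; Benchmarks: high control tunicamycin 10 µg/mL final, low control DMSO vehicle only; Schedule: 6 h compound exposure at 37 °C, 5% CO2; Evaluation: percent activation relative to tunicamycin reference.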
# 697 NFkB inh = lowers PMA/ionomycin-induced NF-kB signal in 697 B cells | 697 B-cell NF-kB luciferase reporter, 16 h | inhibition, % at 4 µM | actives 0.33% (n = 330,000) | AID 435022; in the data active = inhibition above about 35%
# Jurkat NFkB inh = lowers PMA/ionomycin-induced NF-kB signal in Jurkat cells | inhibition, % at 4 µM | PMA/ionomycin-induced NF-kB luciferase reporter, luminescence | actives 0.53% (n = 330,000) | AID 435003; in the data active = inhibition above about 50%
# Mdm2-MdmX inh = human Mdm2/MdmX binding inhibition; SaOS-2 split-luciferase Mdm2/MdmX complementation, luminescence; actives 3% (n = 330,000); inhibition, % at 8 µM; O15151+Q00987;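 active = inhibition of at least 50% at 8 µM in the primary screen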
# CHOP UPR activ = activators of apoptotic arm of unfolded protein response (CHOP); CHO-CHOP luciferase reporter, UPR activation, luminescence; percent of tunicamycin response over DMSO baseline; activation, % at 10 µM; actives 0.34% (n = 330,000); AID 449763;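 active = at 10 µM dose, activation of 40% or more, normalized to positive control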;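 also: 100% = tunicamycin at 10 µg/mL and 0% = DMSO alone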
#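 Dosing – one dose, 10 µM in 0.5% DMSO · System – CHO-CHOP cells, stable luciferase reporter of PERK-eIF2a-CHOP signalling · Input – 500 cells/well · Control set – tunicamycin 10 µg/mL final as positive, DMSO-only wells as negative · Timing – 6 h compound treatment, 37 °C · Measure – % activation vs tunicamycin · Technique – luminescence read with Steady-Glo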
# Starred values were filed as active, the others as inactive; nt = not tested or not shown.
SMILES,EBI2 block,Gli-Sufu block,CCR6 antagonist,CXCR6 block,UPR XBP1 act,697 NFkB inh,Jurkat NFkB inh,Mdm2-MdmX inh,CHOP UPR activ
COc1ccc(OCCCC(=O)N(C)CC(=O)Nc2c(C)cccc2C)cc1,1,-3,7,-10,-1,10,2,3,-1.6
COc1ccccc1N1CCN(C(=O)c2c(-c3ccccc3Cl)noc2C)CC1,5,6,3,1,-2,-13,25,14,0.2
CN(C)/C=C/c1c([N+](=O)[O-])c2ccc(O)cc2n1-c1ccccc1,11,-14,48,32,-2,-9,5,61*,-0.9
COc1ccc(CC(=O)NCc2nnc(SCC(=O)Nc3nccs3)n2C)cc1,-20,1,17,1,-2,26,-1,1,0.6
CCCCOc1ccc(C(=O)N/C(=C/C=C/c2ccccc2)C(=O)NCCO)cc1,1,-2,9,-4,6,7,-6,2,0.4
O=C(C1=CC=CN2CCS(=O)(=O)N=C12)N1CCN(c2cccc(Cl)c2)CC1,-4,-6,-6,1,-2,22,15,-17,-0.1
CC1CCCN(Cc2c(O)ccc3c2O/C(=C\c2ccco2)C3=O)C1 (stereo unspecified),-7,0,8,-4,-3,-11,3,6,-1.9
COCCNC(=O)C(=O)NCC1OCCN1S(=O)(=O)c1cc(F)ccc1F (stereo unspecified),-6,-6,-7,2,-2,-1,2,1,-0.5
CC(C)(c1ccccc1)c1ccc(OCc2ccc(C(=O)O)o2)cc1,6,-64,6,5,6,-200,-39,-11,6.2
COc1cccc(CNC(=O)CCCNC(=O)c2ccc(Cl)cc2)c1,-4,4,6,14,-1,-7,-10,15,-0.4
COC(=O)c1cc(NC(=O)COC(=O)C2COc3ccccc3O2)cc(C(=O)OC)c1 (stereo unspecified),-5,39,8,8,-1,1,-9,-8,-2.2
C=CC[n+]1ccc2ccccc2c1C,-8,-2,9,-3,0,15,20,2,-1.3
COc1cccc(Nc2nc3ccccc3nc2-n2nc(C)cc2C)c1,2,-9,10,8,-1,0,4,12,0.4
CCOC(=O)N1CCC(NS(=O)(=O)c2ccc3c(c2)OCC(=O)N3)CC1,4,0,-12,4,-3,13,-2,6,0.1
O=C1c2cccc3cccc(c23)C(=O)N1/N=C/c1ccc(O)cc1O,-25,-2,32,3,2,2,-2,5,0.4
CCNC(=S)Nc1cccc(F)c1C,-1,5,-14,0,-1,4,15,3,0.1
Cc1ccc(NC(=O)CN2C(=O)N/C(=C/c3ccc(N4CCOCC4)cc3)C2=O)cc1,2,-58,1,6,4,-110,-66,-15,3.7
CC(C)Cn1c2c(c(O)c(C(=O)Nn3c(Cc4ccccc4)nc4ccccc4c3=O)c1=O)CCCC2,11,10,0,11,0,7,-1,32,2.8
O=C(Nc1ccc(S(=O)(=O)N2CCCC2)cc1)c1ccc(CN2CCOCC2)cc1,-12,-9,2,-2,0,-20,35,33,0.0
O=C(COc1ccc(Cl)cc1Cl)NC(=S)N1CCCc2ccccc21,10,53,-2,-4,-3,-59,-30,3,-0.5
C=C[C@@H]1c2ccccc2N(S(=O)(=O)c2ccc(C)cc2)[C@H](c2ccc(C(=O)OC)cc2)C1(C#N)C#N,13,31,10,2,-3,12,16,28,1.1
C/C(=N\OCC(=O)Nc1ccc(OC(F)(F)F)cc1)c1ccc2c(c1)OCCO2,-4,-1,11,-1,-1,-13,-5,32,2.9
c1ccc(-c2nn3c(-c4ccco4)nnc3s2)nc1,-26,-7,-12,8,-1,0,-5,17,2.2
CCC(=NC1CC(C)(C)NC(C)(C)C1)C1=C(O)CC(C)(C)CC1=O,0,2,-10,0,0,13,-5,18,-1.6
COc1ccc(NC(=O)N2C3CCCC2CC(NC(=O)c2ccccc2)C3)cc1 (stereo unspecified),3,-16,9,8,-2,9,15,-13,1.3
CCCN(C(=O)Cc1nc(N)n[nH]1)C1(C(=O)Nc2c(C)cccc2C)CCCCC1,9,-14,-1,2,-3,-10,-4,13,-0.5
CC(C)S(=O)(=O)c1nsc2nc(=O)c(/C=C3\C=Nc4ccccc43)c(N)n12,-3,1,2,4,-1,3,14,4,-2.9
CCOC(=O)c1ccccc1NC(=O)CN1CCC(n2nnc3cc(F)ccc32)CC1,27,3,4,3,nt,nt,nt,nt,nt
O=C(Nc1ccccc1)c1snc2c(=O)[nH]cnc12,-11,-10,16,1,0,9,3,11,1.1
CC(C)(C)NC(=O)NC(=O)COC(=O)Cc1coc2ccc3ccccc3c12,1,-4,8,-13,2,10,1,14,0.4

# Compound profiles, from the list above.
# Record of CC(C)S(=O)(=O)c1nsc2nc(=O)c(/C=C3\C=Nc4ccccc43)c(N)n12 → EBI2 block = -3; Gli-Sufu block = 1; CCR6 antagonist = 2; CXCR6 block = 4; UPR XBP1 act = -1; 697 NFkB inh = 3; Jurkat NFkB inh = 14; Mdm2-MdmX inh = 4; CHOP UPR activ = -2.9
# Record of C=C[C@@H]1c2ccccc2N(S(=O)(=O)c2ccc(C)cc2)[C@H](c2ccc(C(=O)OC)cc2)C1(C#N)C#N → EBI2 block = 13; Gli-Sufu block = 31; CCR6 antagonist = 10; CXCR6 block = 2; UPR XBP1 act = -3; 697 NFkB inh = 12; Jurkat NFkB inh = 16; Mdm2-MdmX inh = 28; CHOP UPR activ = 1.1

# Going on with the list.
SMILES,EBI2 block,Gli-Sufu block,CCR6 antagonist,CXCR6 block,UPR XBP1 act,697 NFkB inh,Jurkat NFkB inh,Mdm2-MdmX inh,CHOP UPR activ
COC(=O)Oc1ccc(/C=N/NC(=O)CSCc2ccc(Cl)cc2)cc1OC,-8,24,-4,-12,-1,-4,12,19,-1.3
COc1ccc(Nc2nc(C(C)(C)C)nc3c2nnn3Cc2ccccc2Cl)cc1OC,4,0,-14,-3,1,-72,-3,45,1.6
C=CCNC(=O)CCCOc1cccc(C)c1,-6,-12,-7,-2,-2,-1,8,25,1.2
O=C(O)c1ccccc1C(=O)OCCCCOC(=O)c1ccccc1C(=O)O,-7,-1,-5,-3,-1,-24,-4,-4,-1.6
CCN(C(=O)COC(=O)c1ccc2c(=O)n3c(nc2c1)CCC3)C1CCS(=O)(=O)C1 (stereo unspecified),-2,1,14,5,-1,-2,-16,12,-0.9
Cc1cc(C)cc(N(C(=O)c2cc3ccccc3oc2=O)C2C=CS(=O)(=O)C2)c1 (stereo unspecified),-8,-3,5,0,-2,7,1,13,-2.6
Cc1csc2nc(O)c(C(=O)NC3CCCCC3)c(=O)n12,-11,-9,4,2,-2,5,12,63*,2.7
COc1ccccc1-n1c(SCC(N)=O)nc2c(c1=O)SCC2,-3,0,5,1,-1,-10,-2,5,-1.1
Cc1cc(C)c2c(c1)/C(=N/Nc1ccc(S(N)(=O)=O)cc1[N+](=O)[O-])CCC2,7,-15,22,2,76*,-21,-3,47,16
Cc1ccc(NC(=O)CCCCCCCCCCC2COCCO2)c(C)c1 (stereo unspecified),-19,2,17,-4,-2,-11,-12,12,3.7
COc1ccc(NC(=O)c2nc3ccccc3s2)cc1,13,-158,17,5,-3,-171,-111,-128,-0.9
Cc1ccc2nc(NC(=O)c3cccc(-c4cc5ccccc5oc4=O)c3)sc2c1,nt,-84,8,nt,122*,-118,-23,81*,1.2
COC(=O)C=C1CCC2C3CCC4=CC(=O)C(Br)CC4(C)C3C(=O)CC12C (stereo unspecified),17,5,7,10,nt,nt,nt,nt,nt
CCCCn1cnc2c(cnn2-c2ccc(Cl)cc2)c1=O,0,-31,6,3,-1,-80,-41,-50,4.7
Cc1ccc(-c2cc(C(=O)NCc3cccs3)no2)cc1,8,-62,-17,1,2,-96,-90,-44,4.7
COC(=O)c1ccccc1NC(=O)Cn1cc2c(n1)CCC(C)C2 (stereo unspecified),-1,2,11,3,-2,7,15,4,1.5
COc1ccc(OCC(=O)N2c3ccccc3CCc3ccccc32)cc1,-5,-5,3,-9,1,-10,5,3,1.1
C/C(=N\NC(=O)c1nn(C)cc1Br)c1cccc(NC(=O)C(C)(C)C)c1,2,-2,-4,3,-1,13,-7,12,1.9
N=C1C(=O)OCC1c1ccccc1NC(=O)Nc1ccccc1 (stereo unspecified),6,0,2,5,-4,-28,7,-9,-1.4
NC(=O)C(Cc1ccccc1)NC(=O)C12CC3CC(CC(C3)C1)C2 (stereo unspecified),3,5,15,-6,-2,-6,6,2,0.1
CC(=O)Nc1ccc(S(=O)(=O)Nc2nc3nc(-c4ccccc4)cc(-c4ccccc4)n3n2)cc1,-1,2,7,5,-3,10,12,15,0.3
CCn1cc(C(=O)NCc2ccc3c(c2)OCO3)c(=O)c2cc(S(=O)(=O)N3CCOCC3)ccc21,-3,7,9,0,-2,-27,2,14,2.5
COC/C=C/C1=CC2=CC(=O)C(C)(O)C(=O)C2=CO1 (stereo unspecified),nt,nt,nt,nt,-1,21,8,18,0.5
CC(C)(C)c1ccc(CSc2ccc(S(=O)(=O)N3CCOCC3)cn2)cc1,9,4,14,1,-3,5,14,-1,0.9
CCC(=O)N1CCN(c2ccc(Cl)cc2NC(=O)c2ccc3c(c2)OCCO3)CC1,8,14,-1,7,-2,22,-10,25,-0.6
CC1(C)Cc2ccccc2C(C(Cc2ccccc2)C(N)=O)=N1 (stereo unspecified),5,2,3,2,-1,6,5,-21,-0.2
Cn1ncc(Cl)c1C(=O)NC1C2CC3CC(C2)CC1C3 (stereo unspecified),-2,16,4,1,-2,-2,-4,23,-2.3
Cc1[nH]c2ccccc2c1-c1nc2ccccc2[nH]c1=O,1,-21,11,-4,-4,3,-1,6,1.3
O=C(NCCc1ccccc1)C(=O)NCC1OCCN1S(=O)(=O)c1ccc(F)cc1 (stereo unspecified),-6,-6,-10,0,3,-8,9,14,-1.6
O/N=C/c1cccc[n+]1CCCCCC[n+]1ccccc1/C=N/O,-11,-14,18,0,-3,-3,2,17,-2.3
COc1ccc(C(=O)Oc2cc(C)[nH]c(=O)c2[N+](=O)[O-])cc1,-4,2,9,7,-1,4,9,10,-0.3
C=CCNC(=O)C1CC(=O)N(c2ccc(OCC(=O)Nc3ccc(CC)cc3)cc2)C1 (stereo unspecified),-2,4,-1,7,-2,8,5,8,-0.3
CCOc1ccccc1NC(=O)C1CCC(=O)N1S(=O)(=O)c1ccc(C)cc1 (stereo unspecified),-1,-3,12,0,-2,8,-8,-8,-1.2
COc1cc(NC(=S)N2CCC(C(N)=O)CC2)cc(OC)c1,-10,2,-3,0,0,9,15,-11,-2.7
CCN1CCN(Cc2ccc(NC(=O)Nc3ccccc3OC)cc2)CC1,-1,-23,5,1,0,-9,-57,-32,8.2
COc1ccc2c(c1)-c1ccccc1S(=O)(=O)N2C(C)=O,0,-20,0,-3,-2,12,-2,7,-1.4
COc1cccc(NC(=O)C2CCN(Cc3cnn(-c4ccccc4)c3-n3cccc3)CC2)c1,0,10,29,-7,-5,-1,11,16,-1.6
C/C=C/c1ccc(OCCCCn2cncn2)c(OC)c1,3,-9,-7,6,0,0,-4,8,0.9

# Filtered by structure: those above with an aryl thioether with sulfur outside any ring.
SMILES,EBI2 block,Gli-Sufu block,CCR6 antagonist,CXCR6 block,UPR XBP1 act,697 NFkB inh,Jurkat NFkB inh,Mdm2-MdmX inh,CHOP UPR activ
COc1ccc(CC(=O)NCc2nnc(SCC(=O)Nc3nccs3)n2C)cc1,-20,1,17,1,-2,26,-1,1,0.6
COc1ccccc1-n1c(SCC(N)=O)nc2c(c1=O)SCC2,-3,0,5,1,-1,-10,-2,5,-1.1
CC(C)(C)c1ccc(CSc2ccc(S(=O)(=O)N3CCOCC3)cn2)cc1,9,4,14,1,-3,5,14,-1,0.9
